Screening results: PubChem BioAssay, Icahn School of Medicine at Mount Sinai
ROC1-CUL1 inh: inhibitors of human ROC1-CUL1 ubiquitin ligase activity. P62877+Q13616. in vitro K48 di-Ub FRET, acceptor:donor ratio, 45 min. inhibition, % at 10 µM. 140,000 tested, 0.6% active. AID 1347404; in the data active = inhibition above about 25%
Target sequence (P62877 whole entry, looked up): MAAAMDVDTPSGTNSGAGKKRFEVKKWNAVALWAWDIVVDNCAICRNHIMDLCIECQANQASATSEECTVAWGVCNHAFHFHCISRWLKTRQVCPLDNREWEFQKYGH
Target sequence (Q13616 whole entry, looked up): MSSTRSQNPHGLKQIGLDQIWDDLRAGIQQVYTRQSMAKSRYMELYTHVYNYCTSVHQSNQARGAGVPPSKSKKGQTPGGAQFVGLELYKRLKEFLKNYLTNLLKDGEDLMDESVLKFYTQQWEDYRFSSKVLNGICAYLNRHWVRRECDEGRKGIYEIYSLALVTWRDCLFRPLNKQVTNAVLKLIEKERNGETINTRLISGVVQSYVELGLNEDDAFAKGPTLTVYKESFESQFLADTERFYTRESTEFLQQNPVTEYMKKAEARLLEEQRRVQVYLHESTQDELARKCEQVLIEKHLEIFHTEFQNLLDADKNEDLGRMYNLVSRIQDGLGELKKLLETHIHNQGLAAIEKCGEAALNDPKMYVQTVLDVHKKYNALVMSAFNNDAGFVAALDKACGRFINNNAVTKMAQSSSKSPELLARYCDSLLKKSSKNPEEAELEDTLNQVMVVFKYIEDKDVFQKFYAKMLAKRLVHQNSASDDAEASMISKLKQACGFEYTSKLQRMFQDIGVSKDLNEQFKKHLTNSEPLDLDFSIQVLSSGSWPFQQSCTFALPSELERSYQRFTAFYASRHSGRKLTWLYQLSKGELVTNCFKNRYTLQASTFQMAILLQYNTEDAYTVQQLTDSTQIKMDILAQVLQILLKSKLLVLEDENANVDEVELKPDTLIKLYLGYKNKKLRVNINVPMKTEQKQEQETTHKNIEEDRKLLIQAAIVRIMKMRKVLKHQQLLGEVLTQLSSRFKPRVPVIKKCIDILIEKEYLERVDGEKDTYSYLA
Starred values were filed as active, the others as inactive. Some of the compounds tested; rates above refer to the full screens.

ROC1-CUL1 inh	Compound
4	Cc1cc(C2(c3ccc(O)c(C)c3)C(=O)Nc3c(C)cc([N+](=O)[O-])cc32)ccc1O
5	CCc1noc(C)c1C(=O)Nc1ccc(Br)cc1F
5	Cc1nc(SCC(=O)Nc2ccc(F)c(Cl)c2)c2c3c(sc2n1)CCC3
7	CCc1nnc(NC(=O)OC)s1
-1	O=C(C1CCCC1)N1CCN(C(=O)C2CCCC2)CC1
3	CCN(Cc1cnn(C)c1)Cc1cnc(S(C)(=O)=O)n1CCCc1ccccc1
-2	OCCN1c2ccccc2CCc2ccccc21
-2	O=C(c1ccc(N2CCC(NCCOc3cccnc3)CC2)cc1)N1CCc2ccccc2C1
0	CCCN1CCC(NC(=O)c2ccccc2Cl)CC1
5	O=C(c1ccc(NC2CCCC2)nc1)N1CCC(Oc2cccnc2)CC1
-10	COC(=O)C(NC(=O)c1ccccc1OC)(Nc1ccc(Br)cn1)C(F)(F)F (stereo unspecified)
-5	O=S(=O)(NCCC1=CCCCC1)c1ccccc1
8	O=C(Nc1nccs1)c1ccc(CSc2ccccn2)cc1
-3	CCn1c(CCNC(=O)c2ccccc2Cl)n[nH]c1=S
2	COc1ccc(S(=O)(=O)Nc2cc3c(cc2NCc2ccccc2)n(C)c(=O)n3C)cc1
12	CSc1ccc(CNC(=O)c2ccc(NC(=O)c3nsc4ccccc34)cc2)cc1
3	CCn1c(COc2cc(C)ccc2C(C)C)nnc1SCC(=O)Nc1ncc(C)s1
-2	Cn1cc(S(=O)(=O)N2CCCCC2)cc1C(=O)NCc1ccc(Cl)cc1
-7	Cn1c(=O)oc2cc(S(=O)(=O)NC(CC(=O)O)c3cccc(Br)c3)ccc21 (stereo unspecified)
-3	CCc1nc2cc(C(=O)NCCCOc3cccnc3)cc(NC(=O)c3ccccc3OC)c2n1C
-5	O=C1N(CC2CCC2)CCCC1(O)CNCc1ccc(Cl)s1 (stereo unspecified)
-3	CC(C)c1ccccc1NC(=O)C1CCN(S(=O)(=O)N(C)C)CC1
-6	CCOC(=O)c1cc(S(=O)(=O)Nc2ccccc2)[nH]n1
-2	COC(=O)CC1Oc2ccc(Cl)cc2-n2cc(-c3ccc(F)cc3)nc21 (stereo unspecified)
7	CCc1[nH]c2ccc(CNCc3ccc4c(c3)CCO4)cc2c1C
13	Oc1c(Cl)cc(Cl)cc1C=Nc1ccc2[nH]ncc2c1
6	C/C(=N\NC(=O)c1cc2ccccc2cc1O)c1ccc2c(c1)OCO2
-9	CCOc1ccc(C(=O)Nc2cc3c(cc2N2CCCC2)n(C)c(=O)c(=O)n3C)cc1OCC
0	CCCCN(C)C(=O)C(Cc1ccccc1)NS(=O)(=O)c1ccc2c(c1)c(=O)n(C)c(=O)n2C (stereo unspecified)
-5	O=C(COc1cccc(Br)c1)Nc1nccs1
-2	COc1ccc(CN2C(=O)O[C@@H]3CN(C)C[C@@H]32)cc1OC
-1	CC1CCc2c(sc(NC(=O)C3CC3)c2C(=O)OC(C)C)C1 (stereo unspecified)
-3	O=C(NC1CCSC1=O)c1cccc([N+](=O)[O-])c1 (stereo unspecified)
8	Cc1cccc(NC(=O)c2sc(-n3nc(C)c(CCC(C)C)c3C)nc2C)c1
11	COc1ccc2c(c1)C1=C3C(=CC4(C)CC(C)(C)CC3(C4)N2)CC(C)(C)C1 (stereo unspecified)
-8	O=C(NC1CC1)c1nc(-c2ccccc2)n(-c2ccccc2)n1
2	COCCn1c(=O)c2c(nc3n(-c4ccccc4)c(C)cn23)n(C)c1=O
3	CSCC(=O)N1CCC(N2CCCC(C(=O)NCCc3ccccc3)C2)CC1 (stereo unspecified)
11	Cc1cccc(CNC(=O)CCCN2C(=O)c3cccnc3Oc3ccccc32)c1
9	COC(=O)CN1C(=O)COc2ccc(C)cc21
1	O=C1CC(Nc2ccc(N3CCOCC3)cc2)C(=O)N1Cc1ccccc1 (stereo unspecified)
-8	CCN(C(N)=S)c1ccccc1
-11	Cc1cccc(-c2nnn(Cc3nnc(NC(=O)c4ccccc4)s3)n2)c1
5	COc1ccc(C(=O)N2c3ccccc3C(N(C(=O)c3ccco3)c3ccccc3)CC2C)cc1 (stereo unspecified)
0	O=C(CSc1nc(-c2ccccc2)no1)N1CCCCC1
-8	CC(=O)Nc1ccc(S(=O)(=O)N2CCCC(N(C)CCc3ccccn3)C2)cc1 (stereo unspecified)
1	Cc1cc(Nc2cccc(Cl)c2)nc2ccc(NC(=O)Cc3c(F)cccc3Cl)cc12
-1	CCc1ccc(CNC(=O)CCCn2ccc3cc(S(=O)(=O)N4CCCC4)ccc32)cc1
18	Cc1cc(Cl)c(Cl)cc1S(=O)(=O)N(C)C
-5	Cc1ccc(C(CC(=O)NCC2(c3ccccc3)CCCC2)c2ccccc2)c(O)c1 (stereo unspecified)
-8	COc1ccc(C2C3=C(CC(C)(C)CC3=O)N(c3ccccc3)C3=C2C(=O)CC(C)(C)C3)cc1CN1CCOCC1
-5	CCc1ccc(NC(=O)Cn2c(=O)n(CCC(C)C)c(=O)c3cccnc32)cc1
3	Cc1ccc(C(=O)Nc2ccc(NC(=O)c3ccc(Cl)cc3Cl)cc2)c2ccccc12
8	Cc1ccc2[nH]c3c(c2c1)CCC3O (stereo unspecified)
2	COc1ccc(CCNC(=O)CN(c2cc(C)ccc2OC)S(C)(=O)=O)cc1OC
19	CC1(C)CC(=O)c2c(-c3cccc(Br)c3)n[nH]c2C1
-3	N#Cc1ccc(OCCN2CCc3ccccc3C2)cc1
-2	Cc1ccccc1Nc1nn2c(=O)c3ccc(C(=O)NCC(C)c4ccccc4)cc3nc2s1 (stereo unspecified)
-2	CCOC(=O)c1cnn(-c2cccc(F)c2)c1C1CCNCC1
10	O=C(CCC1(Cc2ccc3ccccc3c2)CCC(=O)N1)NC(C1CC1)C1CC1 (stereo unspecified)

The list continues.
ROC1-CUL1 inh	Compound
-2	O=C(CCC1CCN(CCCC(F)(F)F)CC1)Nc1ccccc1Cl
5	NC(=N/N=C/c1ccc2c(c1)OCO2)SC1CC(=O)N(c2ccccc2)C1=O (stereo unspecified)
3	Cc1ccc(-c2csc3ncn(-c4ccc(Br)cc4)c(=O)c23)c(C)c1
-7	CC(NC(=S)NC(=O)C(C)(C)C)c1ccccc1 (stereo unspecified)
-6	CCC(CO)NS(=O)(=O)c1cc(Cl)ccc1Cl (stereo unspecified)
-4	COc1ccc(NC(=O)CN2C(=O)COc3ccc(S(=O)(=O)NC4CCCC4)cc32)cc1OC
1	CCOC(=O)c1ccc(NC(=O)c2ccc(OC)c(S(=O)(=O)N3CCCCC3CC)c2)cc1 (stereo unspecified)
0	COc1ccccc1NC(=O)c1ccccc1NC(=O)c1ccco1
2	COC(=O)[C@@H]1CCCN1C(=O)c1cc(NS(=O)(=O)N(C)C)cc2nc(CC(C)C)n(C)c12
7	Cc1c(Cl)cccc1Nc1ncnc2ccccc12
-10	CCN(c1cccc(C)c1)S(=O)(=O)c1cnc(Cl)c(Br)c1
-11	COc1ccc(NC(=O)CC2C(=O)N(c3ccc(C)cc3)C(=O)N2CCc2ccccc2)cc1 (stereo unspecified)
-1	Cc1ccc(C(=O)N2CCc3cc(CNS(=O)(=O)c4cccs4)ccc32)cc1
-1	COc1cc(/C=N/NC(=O)CN2CCN(c3ccc(F)cc3)CC2)ccc1O
0	O=C1/C(=C/c2cccc(O)c2)CCCC1C(=O)C(F)(F)F (stereo unspecified)

A few values from the results shown:
In ROC1-CUL1 inh, `CCN(c1cccc(C)c1)S(=O)(=O)c1cnc(Cl)c(Br)c1` has the entry -10
In ROC1-CUL1 inh, `Cc1c(Cl)cccc1Nc1ncnc2ccccc12` has the entry 7

The listing picks up; the 6 compounds before the break are reprinted first.
ROC1-CUL1 inh	Compound
7	Cc1c(Cl)cccc1Nc1ncnc2ccccc12
-10	CCN(c1cccc(C)c1)S(=O)(=O)c1cnc(Cl)c(Br)c1
-11	COc1ccc(NC(=O)CC2C(=O)N(c3ccc(C)cc3)C(=O)N2CCc2ccccc2)cc1 (stereo unspecified)
-1	Cc1ccc(C(=O)N2CCc3cc(CNS(=O)(=O)c4cccs4)ccc32)cc1
-1	COc1cc(/C=N/NC(=O)CN2CCN(c3ccc(F)cc3)CC2)ccc1O
0	O=C1/C(=C/c2cccc(O)c2)CCCC1C(=O)C(F)(F)F (stereo unspecified)
-11	C=CCNC(=O)C(C)Oc1ccc(C)cc1C (stereo unspecified)
-8	Cc1ccc2nc(-c3ccc(Cl)c(NC(=O)COc4cccc(C)c4C)c3)oc2c1
-10	CC(C)(C)c1ccc(Cn2cnc([N+](=O)[O-])n2)cc1
-1	CCOc1ccc2c(=O)c(Oc3ccc(C(C)(C)C)cc3)coc2c1
9	CCNC(=O)C1CCN(Cc2ccc(C)cc2)CC1
2	O=C(Nc1ccc(F)cc1F)C1CCN(S(=O)(=O)c2ccc3[nH]c(=O)ccc3c2)CC1
-1	COc1ccc(C2=NC(c3ccncc3)=Nc3ccc(Br)cc3N2)cc1
-5	CC(Sc1nnc(CNc2ccc(Br)cc2)n1C)C(=O)N/N=C/c1cc(Cl)cc([N+](=O)[O-])c1O (stereo unspecified)
-5	O=C(O)CCCN=C1CCCc2ccccc2N1
2	N#CC(C(N)=O)=C1CCC2(CC1)OCCCCO2
-6	COc1ccc(C(=O)c2ccccc2)cc1Cl
-6	O=C(COc1ccccc1[N+](=O)[O-])Nc1cc(-c2nc3cc(Cl)ccc3o2)ccc1Cl
-4	COC(=O)c1ccc2nc(-c3ccccc3OC)[nH]c2c1
-5	C=CCn1c(SCC(=O)c2ccc(Cl)s2)nc2scc(-c3ccccc3)c2c1=O
-6	N#CC1C(=O)NC(=S)N=C1c1ccc(Br)cc1 (stereo unspecified)
3	O=c1c2cc(Cl)ccc2oc2ccc(Cl)cc12
-5	CC1(C)CCCC(C)(C)N1CC(O)COC1CCCCC1 (stereo unspecified)
-9	Cc1nn2cnnc2c2nn(-c3cccc(Cl)c3)c(C)c12
2	Cc1ccccc1C1(CC(=O)N2CCN(c3ccccc3O)CC2)CC(=O)N(Cc2cccnc2)C1=O (stereo unspecified)
1	COc1ccc(-c2nc(Cn3c(=O)cc(C)c4c(C)nn(-c5ccccc5)c43)c(C)o2)c(OC)c1
-1	OC1CCN([C@@H]2CCN(Cc3cccc4c3oc3ccccc34)C[C@H]2O)CC1
54*	Cc1ccc(N2C(=O)/C(=C/c3cn(CC(=O)O)c4ccccc34)C(=O)NC2=S)c(C)c1
-3	CC1CCN(S(=O)(=O)c2ccc(NC(=O)C3c4ccccc4Oc4ccccc43)cc2)CC1
-6	CC1CCCN(CCCNC(=O)c2cc3c(Cl)nc4ccccc4c3s2)C1 (stereo unspecified)
-3	CN=C1CC(=O)N(C2CCCCC2)C(=O)N1C1CCCCC1
9	O=C(NC(=O)c1cn(C2OC(CO)C(O)C2O)c(=O)[nH]c1=O)OCc1ccccc1 (stereo unspecified)
-2	CC(=O)c1cccc(NC(c2ccc(F)cc2)c2nnc(-c3ccccc3)o2)c1 (stereo unspecified)
9	O=S(=O)(NCC(Nc1ccc(Cl)cc1)c1ccccc1)c1ccccc1 (stereo unspecified)
8	N#Cc1c(-c2ccccc2)nc2[nH][nH]c(=S)n2c1=O
-5	CCOc1ccccc1NC(=O)c1ccc(NC(=O)CCc2ccccc2)cc1

Filtered by structure: the entries above containing a cyano group
ROC1-CUL1 inh	Compound
-3	N#Cc1ccc(OCCN2CCc3ccccc3C2)cc1
2	N#CC(C(N)=O)=C1CCC2(CC1)OCCCCO2
-6	N#CC1C(=O)NC(=S)N=C1c1ccc(Br)cc1 (stereo unspecified)
8	N#Cc1c(-c2ccccc2)nc2[nH][nH]c(=S)n2c1=O

Arranged by the number under ROC1-CUL1 inh (falling): 4 from the list above
| canonical_smiles | ROC1-CUL1 inh |
| --- | --- |
| O=C(NC(=O)c1cn(C2OC(CO)C(O)C2O)c(=O)[nH]c1=O)OCc1ccccc1 (stereo unspecified) | 9 |
| OC1CCN([C@@H]2CCN(Cc3cccc4c3oc3ccccc34)C[C@H]2O)CC1 | -1 |
| CCOc1ccccc1NC(=O)c1ccc(NC(=O)CCc2ccccc2)cc1 | -5 |
| Cc1nn2cnnc2c2nn(-c3cccc(Cl)c3)c(C)c12 | -9 |

Next part.
ROC1-CUL1 inh	Compound
-3	Fc1cc(F)cc(-c2cn(CC3CCN(C[C@H]4CCCN4)CC3)nn2)c1
7	CC1(C)Nc2ccccc2-c2c1ssc2=Nc1ccc(S(=O)(=O)Nc2nccs2)cc1
-2	CCn1cc(C(=O)O)c(=O)c([N+](=O)[O-])c1-c1ccccc1
11	N=C1CS(=O)(=O)N(Cc2ccccc2)C12CCN(Cc1ccccc1)CC2
3	CCNS(=O)(=O)c1ccc(Br)c(OC)c1
1	CN1C(=O)C(=O)N(c2cccc(C(F)(F)F)c2)C1=O
10	COc1cc(CNCCO)cc(Br)c1OCc1cccs1
3	O=C(N/N=C/c1nn(-c2ccccc2)cc1-c1ccccc1)c1ccncc1
7	Cc1cc(Cl)ccc1NC(=S)N1CCN(Cc2ccccc2)CC1
8	COc1ccccc1NC(=O)c1sc2nc3c(cc2c1N)CCC3
-9	COCc1ccc(C(=O)NCc2c(C)ncc3c2CCN(C(=O)c2cc(CC(C)C)on2)C3)o1
3	CCC(=O)NC(=S)NNC(=O)c1ccccc1
-4	O=C(Cn1c(=O)n(-c2ccc(F)c(Cl)c2)c(=O)c2sc3ccccc3c21)NC1CCCCC1
-5	O=C(Nc1cc(C(F)(F)F)ccc1Cl)c1ccc2c(c1)CCN2S(=O)(=O)c1ccccc1
-7	COc1ccc(OC)c(CNC(=O)c2cc(S(=O)(=O)N3CCC(C)CC3)cn2C)c1
